HEK cytotox: Cytotoxic Profiling in HEK 293 Cell Line of Diverse Libraries Using Quantitative High-Throughput Screening; Potency, µM (series often up to 115 µM), for inactives: top-dose activity change, negative = cytotoxicity, actives largely listed as inhibitors; HEK 293 viability, ATP luminescence (CellTiter-Glo), 48-72 h; 94,000 compounds, 6.6% hits; AID 1345083, 2018; also: potency is read from the fitted curve at half-maximal effect; nearly all actives have a fitted effect of over 60% in size
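Cytotoxicity was scored by loss of ATP-coupled luminescence (CellTiter-Glo) in HEK 293 cells. Compound treatment ran 48 or 72 hr at 37 degree Celsius, 5% CO2, 95% humidity.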
HEK293 viab: GF-AFC viability counterscreen for inhibitors of alpha-synuclein gene (SNCA) expression; HEK-293-SNCA-luc viability, GF-AFC fluorescence, 24 h; Potency, µM (series often up to 57.1 µM), without a hit: at the highest dose activity change, negative = cytotoxicity, actives largely listed as cytotoxic; 150,000 compounds, 0.12% hits; AID 1671193, 2021;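 also: potency is read from the fitted curve at half-maximal effect; 0% = DMSO-treated cells and -100% = medium-only wells without cells; nearly all actives have a fitted effect of over 30% in size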
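Cytotoxicity counterscreen: after 24 h compound treatment of genome-edited SNCA-luciferase HEK-293 cells, live-cell protease substrate GF-AFC read by fluorescence after 30 min; activity scaled between DMSO (0%) and medium-only (-100%), curves Hill-fitted.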
SNCA expr inh: Primary qHTS assay for inhibitors of alpha-synuclein gene (SNCA) expression; HEK-293 SNCA-luciferase knock-in, luminescence, 24 h; 140,000 compounds, 0.17% hits; Potency, µM (series often up to 57.2 µM), for inactives: top-dose activity change, negative = inhibition, hits mostly inhibitors;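 also: potency is read from the fitted curve at half-maximal effect; plate controls were DMSO cells for no effect and cell-free wells for full effect; nearly all actives have a fitted effect of over 45% in size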
IP6K1 inh: Primary qHTS assay for small molecule inhibitors of Inositol hexaphosphate kinase 1 (IP6K1); 140,000 compounds, 0.81% hits; activity change, % (series mostly up to about 58 µM); AID 1645851, 2021; IP6K1 kinase, ADP-Glo luminescence, 2 h; hits give low values; in the data active = activity change below about -25%
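ADP-Glo luminescence measures ADP made by human IP6K1 during a 2 h RT reaction with ATP/IP6 (mix at 1.3 mM/130 uM); top library doses 57.5 and 19.1 uM final.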
Luciferase inh: Firefly luciferase inhibition profiling of diverse chemical library using quantitative high-throughput screening; Luciferin 4-monooxygenase (Photinus pyralis), P08659; purified P. pyralis luciferase, luminescence, biochemical; Potency, µM (top dose mostly 115 µM), for inactives: top-dose activity change, negative = inhibition, usual class: inhibitors; 76,000 compounds, 2.5% hits; AID 1347043, 2019; also: potency is read from the fitted curve at half-maximal effect; nearly all actives have a fitted effect of over 65% in size
Target sequence (P08659 whole entry, looked up): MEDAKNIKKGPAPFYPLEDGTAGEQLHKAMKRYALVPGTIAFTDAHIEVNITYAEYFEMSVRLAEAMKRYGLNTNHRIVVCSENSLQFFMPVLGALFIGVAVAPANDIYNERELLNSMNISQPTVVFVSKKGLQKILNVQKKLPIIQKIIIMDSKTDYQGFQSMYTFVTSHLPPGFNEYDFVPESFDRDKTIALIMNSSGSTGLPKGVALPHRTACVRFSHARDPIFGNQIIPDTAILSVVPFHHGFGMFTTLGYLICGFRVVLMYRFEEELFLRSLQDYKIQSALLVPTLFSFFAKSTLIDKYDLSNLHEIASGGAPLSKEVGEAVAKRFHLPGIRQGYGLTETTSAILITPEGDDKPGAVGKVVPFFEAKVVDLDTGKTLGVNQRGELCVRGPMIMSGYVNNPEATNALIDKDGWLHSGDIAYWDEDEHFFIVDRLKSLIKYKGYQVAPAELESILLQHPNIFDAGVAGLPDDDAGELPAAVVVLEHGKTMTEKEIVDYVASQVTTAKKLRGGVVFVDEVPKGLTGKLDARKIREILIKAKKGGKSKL
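Purified P. pyralis luciferase (10nM final) in 50mM Tris acetate pH 7.5, 10mM Mg acetate, 0.01% Tween-20, 0.05% BSA with 10uM D-luciferin and 10uM ATP. Compounds titrated qHTS. Luminescence imaged on CCD.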
NIH3T3 tox: Cytotoxic Profiling in NIH 3T3 Cell Line of Diverse Libraries Using Quantitative High-Throughput Screening. Potency, µM (titrated, usually from 96.7 µM), for inactives: at the highest dose activity change, negative = cytotoxicity, usual class: inhibitors. 94,000 compounds, 4.3% hits. NIH 3T3 viability, CellTiter-Glo ATP luminescence, 48-72 h; also: potency is read from the fitted curve at half-maximal effect; nearly all actives have a fitted effect of over 55% in size
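ATP-dependent luminescence (CellTiter-Glo) served as the viability signal for NIH 3T3 cells treated with compound for 48 or 72 hr at 37 °C.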
GPT2 inhibitor: Primary qHTS assay for inhibitors of Glutamate pyruvate transaminase 2 (GPT2). Alanine aminotransferase 2 (Homo sapiens), Q8TD30. Recombinant GPT2, coupled pyruvate oxidase/HRP Amplex Red fluorescence. Potency, µM (doses to about 57.7 µM), for inactives: top-dose activity change, negative = inhibition, most hits filed as inhibitors. 100,000 compounds, 0.25% hits. AID 1671188, 2021; also: potency is read from the fitted curve at half-maximal effect; nearly all actives have a fitted effect of over 60% in size; many of its hits are not listed in these tables
Target sequence (Q8TD30 whole entry, looked up): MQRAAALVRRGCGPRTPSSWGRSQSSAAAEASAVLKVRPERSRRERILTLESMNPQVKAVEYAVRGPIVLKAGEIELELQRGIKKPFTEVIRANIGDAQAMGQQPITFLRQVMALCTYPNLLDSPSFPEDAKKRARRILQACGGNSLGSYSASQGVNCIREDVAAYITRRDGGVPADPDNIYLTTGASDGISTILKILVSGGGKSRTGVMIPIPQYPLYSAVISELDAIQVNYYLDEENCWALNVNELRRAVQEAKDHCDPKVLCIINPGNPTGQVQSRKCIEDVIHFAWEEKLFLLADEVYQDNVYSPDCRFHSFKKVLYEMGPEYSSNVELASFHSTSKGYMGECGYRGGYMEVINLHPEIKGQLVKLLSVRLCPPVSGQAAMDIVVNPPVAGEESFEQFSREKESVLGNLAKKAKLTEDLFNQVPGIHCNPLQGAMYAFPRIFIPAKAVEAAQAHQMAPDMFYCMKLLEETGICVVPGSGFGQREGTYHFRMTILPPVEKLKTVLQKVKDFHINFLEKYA
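Fluorescence of coupled pyruvate oxidase/HRP/Amplex Red system (50uM Amplex, 30 min, dark) reports pyruvate formed by GPT2. Enzyme reaction: 10ng/uL GPT2, 2mM L-alanine, 250uM a-KG, 30 min room temperature, pH 7.5; 50uM AOA control.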
Numbers without * were called inactive; i = inactive; u = inconclusive; x = no result given; & = joins results of further samples; [ ] = another dose, or the depositor's remark. Unless noted, calls follow the shape of the dose curve; as a rule, active = well fitted curve in the direction sought with a large enough effect; inconclusive = small, poorly fitted or top-dose-only effect, or another doubt; inactive = no such curve, though single readings can be large; an effect the other way counts as inactive or inconclusive. Unless noted, % is scaled to controls: 0 for no effect and ±100 for the full control effect.

SMILES	HEK cytotox	HEK293 viab	SNCA expr inh	IP6K1 inh	Luciferase inh	NIH3T3 tox	GPT2 inhibitor
O=C(COc1ccc(F)cc1)NC1CCN(c2cc(C(F)(F)F)ncn2)CC1	u	-18.9%	1.3%	-10.1	8.4%	-25.8%	2.8%
Cc1ccc(NC(=O)c2nc(S(C)(=O)=O)ncc2N(Cc2ccco2)Cc2ccco2)cc1C	x	8.1%	-7.4%	-28.8*	x	x	x
CCC(Sc1nc2cc(OC)c(OC)cc2c(=O)n1CCc1ccc(Cl)cc1)C(=O)NCCOC (configuration not stated)	x	2.7%	-1.7%	4.9	x	x	x
Cc1noc2c(NCC3CCOCC3)cc(-c3cccnc3)nc12	-5.4%[172 µM]	-7.3%[87.6 µM]	2.6%[87.6 µM]	16.3	-0.2%[172 µM]	u	i
COCCc1nn2c(=O)cc(COC(=O)c3ccccc3C)nc2s1	x	0.0%	163.4%[activator]	6.2	x	x	x
CCCCC(=O)NC1CCN(c2cnn(CCOC)c(=O)c2)CC1	i	4.6%	-16.1%	16.7	4.1%	-19.3%	i
CCCN(C(=O)CCc1nc(-c2ccc(OC)cc2)no1)c1ccccc1F	x	-9.7%	24.0%	-16.0	x	x	x
CCOC(=O)[C@@H]1CN(C(=O)c2ccc3c(c2)OCCCO3)[C@H]2c3cccc(F)c3O[C@@H]12	u	x	x	4.5	x	u	x
Cc1ccc(C(=O)NCCSc2c(C)[nH]c3ccccc23)cc1C	x	-26.8%	u	-1.3	x	x	x
Cc1ccc(OCc2nc(C#N)c(NCCc3ccccc3)o2)cc1	x	20.4%	-26.9%	-16.5	x	x	x
Cc1cc(C(=O)N2C[C@@H](Oc3ccccc3)C[C@H]2C(=O)N2CCCC2)nn1C	-13.8%	-5.4%	21.2%	4.0	-2.9%	-11.8%	0.3%
COCCNC(=O)c1cc2c(=O)[nH]c(-c3ccccc3)cn2n1	u	-5.1%	-17.0%	3.3	-6.9%	-4.4%	i
COc1cccc(C(=O)N2CC(Oc3ccc(-c4noc(-c5ccccc5)n4)cc3)C2)c1	3.1%	-7.7%	14.3%	13.3	-10.9%	i	1.5%
N#Cc1ccc(COC[C@H]2O[C@@H](n3c(NCc4ccc(Cl)c(Cl)c4)nc4c(N)ncnc43)[C@@H](O)[C@@H]2O)cc1	x	u	-12.5%	x	x	x	i
CCCCNC(=O)c1cccc2c1CCN2C(=O)c1ccc(F)cc1	u	-3.0%	11.6%	-20.2	-4.6%	-22.9%	i
CCOc1ccc(NC(=O)Cn2nc3n(c2=O)CCCCC3)cc1	0.4%	-8.5%	-2.3%	-0.3	-9.4%	-12.6%	4.5%
Cn1cc(-c2cc3n(n2)CCC(=O)N3CCCC(=O)Nc2ccccc2F)c2ccccc21	x	-0.6%	-11.2%	-2.3	x	x	x
COCc1nc(C2CCN(S(=O)(=O)c3ccc(C#N)cc3)C2)no1 (configuration not stated)	u	6.4%	-19.5%	16.3	0.9%	-13.7%	2.9%
COc1cc(C2c3c(oc4ccccc4c3=O)C(=O)N2c2nc(C)c(C)s2)ccc1O (configuration not stated)	x	-5.0%	14.2%	-7.5	x	x	x
O=C(CCC1N=C2c3ccccc3N=C(SCc3ccccc3F)N2C1=O)NCCc1ccccc1 (configuration not stated)	x	0.3%	33.6%[activator]	-4.5	x	x	x

(list continues)
SMILES	HEK cytotox	HEK293 viab	SNCA expr inh	IP6K1 inh	Luciferase inh	NIH3T3 tox	GPT2 inhibitor
Cc1ccc(-c2cc(-c3coc4ccc(Cl)cc4c3=O)c3c(n2)-c2ccccc2OC3)cc1	x	4.5%	8.4%	0.7	x	x	x
COCCN1C(=O)[C@H]2CN(CCC(C)C)C[C@H]2C1=O	-0.1%	u	u	-0.1	0.5%	-2.0%	1.0%
CCc1ccc(N2CCn3c2nc2c3c(=O)n(Cc3ccc(F)cc3)c(=O)n2C)cc1	x	0.8%	23.2%	9.5	x	x	x
Cc1noc(C)c1C(=O)N1CCn2c(nnc2-c2cncc(Br)c2)C1	-9.1%	-7.3%	13.1%	8.6	x	-26.9%	-32.9%
COc1cc(OC)cc(C(=O)Nc2nc(-c3nnn(-c4ccc(F)c(Cl)c4)c3C)ns2)c1	x	-15.2%	-17.1%	27.7	x	x	x
Cc1ccccc1S(=O)(=O)N(C)CC1CCOCC1	-0.1%	2.9%	4.3%	5.3	6.7%	-0.2%	-14.7%
N#Cc1ccc(NC(=O)C2Cc3ccccc3CN2S(=O)(=O)c2ccc(F)cc2)cc1 (configuration not stated)	x	-17.1%	-23.2%	7.8	x	x	x
Cc1ccc(CNS(=O)(=O)c2ccc3c(c2)CCN3S(C)(=O)=O)cc1	x	-9.6%	-3.4%	50.5	x	x	x
COCC1CN(C2CCC2)CC12CCN(C(=O)Cc1ccccc1OC)CC2 (configuration not stated)	u	1.7%	5.6%	8.5	-2.9%	u	i
CNC(=O)c1cc(C2CC2)nc2c1c(C1CCN(C(=O)c3ccccn3)CC1)nn2C	i	x	x	-11.8	x	-11.1%	x
O=C(c1cccc2c1CCN2C(=O)C1CC1)N1CCCCC1	-1.2%	-0.5%	-25.6%	-6.7	-0.7%	0.1%	-18.5%
O=C(OCc1ccccc1)N1CCC2(CC1)C(=O)NN=C2c1ccncc1	-21.0%	2.4%	7.5%	1.8	-14.8%	-16.9%	0.8%
COc1ccccc1NC(=O)CSc1nnc(-c2nonc2NC(C)=O)n1-c1ccccc1	x	-3.6%	-4.0%	-1.7	x	x	x
Cc1nc(-c2cccc(S(=O)(=O)N3CCC(C(=O)NCc4ccccc4)CC3)c2)no1	x	10.7%	-4.9%	-16.3	x	x	x
COCCOc1ccc2c(n1)CCN(C(=O)c1cccnc1)C2	-8.2%	0.2%[12.5 µM]	1.9%	4.5	-3.4%	i	i
Cn1cccc1CN1CC[C@@H]2C(=O)NCCCCCCN(Cc3ccncc3)[C@@H]2C1	u	1.7%	4.5%	1.3	1.9%	-20.1%	i
CC(=O)Nc1ccc(C)cc1S(=O)(=O)N1CCC(C)(c2noc(C)n2)CC1	-20.4%	8.5%	-2.0%	4.5	0.5%	-7.3%	3.0%
COC(=O)c1cc(NC(=O)Cn2nc(C)n3cccc3c2=O)cc(C(=O)OC)c1	x	-11.1%	1.8%	3.2	x	x	x
O=C(NC1CC(=O)N(c2cccc(F)c2)C1)C1CCCCC1 (configuration not stated)	x	-5.6%	-16.8%	18.9	x	x	x
O=C(Cn1c(=O)n(-c2ccccc2)c(=O)c2ccc(C(=O)NCc3ccc4c(c3)OCO4)cc21)Nc1ccc(Br)cc1	x	22.4%	6.4%	4.3	x	x	x

(further entries)
SMILES	HEK cytotox	HEK293 viab	SNCA expr inh	IP6K1 inh	Luciferase inh	NIH3T3 tox	GPT2 inhibitor
COc1ccc(C(=O)N[C@@H]2CCC[C@@H]2C(=O)Nc2cc(F)ccc2C)cn1	u	-20.8%	-5.5%	0.2	-0.9%	-3.5%	2.2%
COc1cc(=O)n2c(c1C(=O)Nc1ccc(N(C)C)cc1)CCCC2	u	-0.8%	93.4%[activator]	-15.2	35.5µM*	-29.7%	-5.4%
CN(C)CCN(C)[C@H]1[C@H](O)C[C@@H]2CC(C)(C)OC[C@]21O	u	5.0%[23.9 µM]	0.6%[25.6 µM]	15.4	x	-5.9%[46.1 µM]	-7.6%[27.3 µM]
CCOc1ccc(NC(=O)N2C[C@@H](F)C[C@H]2C(=O)N2CCc3ccccc3C2)cc1	-11.0%	-1.4%	-11.2%	-7.9	5.2%	-25.3%	i
Cc1ccc(CN2CCc3nc(Nc4ccc5c(c4)OCCO5)ncc3C2)cc1	x	-5.0%	71.5%[activator]	-9.9	x	x	x
O=C(c1cc(-c2ccc(Cl)cc2Cl)c2cccn2n1)N1CCOCC1	u	-7.1%	32.4%[activator]	-23.5	x	u	i
CC1(C(=O)Nc2ccc(F)c(Cl)c2)COCc2cnc(Nc3ccccc3)nc21 (configuration not stated)	u	11.6%[87.6 µM]	u	8.8	5.1%[172 µM]	u	-11.9%[88.5 µM]
COc1ccc(-c2noc(CN(C(=O)COc3cc(C)c(Br)c(C)c3)C(C)C)n2)cc1	x	-16.1%	u	13.9	x	x	x
COc1cc(SC)ccc1C(=O)N1CCC(Cc2ccccc2)CC1	x	-18.9%	-12.5%	x	x	x	i
CCC(=O)Nc1ccc(-c2c(-c3cc(OC)cc(OC)c3)nn(-c3ccc(C)cc3)c2OC(C)=O)cc1	u	-5.3%	-7.2%	0.9	-6.9%	-22.1%	6.31µM*
CN(NC(=O)CC(=O)NN(C)C(=S)c1ccccc1)C(=S)c1ccccc1	x	u	-19.6%	-1.4	x	x	-0.1%&-9.9%
Cc1cc2nc3ccc(=[N+](C)C)cc-3sc2cc1N	x	-21.2%[23.9 µM]	-37.2%[25.6 µM]	-21.4	x	x	i
O=P(O)(O)OCC(O)CO (configuration not stated)	x	-20.1%[23.9 µM]	-7.2%[25.6 µM]	20.0	x	x	-8.9%
CNC(=O)[C@@H]1CN(C(=O)c2cccc(C(F)(F)F)c2)C[C@H]1COC	-10.3%	-10.8%	-15.9%	16.2	4.9%	0.5%	0.6%

4 records picked at random from the list so far, as already listed:
SMILES	HEK cytotox	HEK293 viab	SNCA expr inh	IP6K1 inh	Luciferase inh	NIH3T3 tox	GPT2 inhibitor
COc1cc(=O)n2c(c1C(=O)Nc1ccc(N(C)C)cc1)CCCC2	u	-0.8%	93.4%[activator]	-15.2	35.5µM*	-29.7%	-5.4%
Cc1cc2nc3ccc(=[N+](C)C)cc-3sc2cc1N	x	-21.2%[23.9 µM]	-37.2%[25.6 µM]	-21.4	x	x	i
CN(NC(=O)CC(=O)NN(C)C(=S)c1ccccc1)C(=S)c1ccccc1	x	u	-19.6%	-1.4	x	x	-0.1%&-9.9%
CN(C)CCN(C)[C@H]1[C@H](O)C[C@@H]2CC(C)(C)OC[C@]21O	u	5.0%[23.9 µM]	0.6%[25.6 µM]	15.4	x	-5.9%[46.1 µM]	-7.6%[27.3 µM]

Not all compounds are listed (hit frequency here may not be typical).
